S1P4 agonist: human S1P4 receptor agonism. O95977. actives 0.35% (n = 220,000). AID 1509. activation, % at 4.98 µM. S1P4-expressing cell line, agonist reporter assay; in the data active = activation above about 11%;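 also: 0% = DMSO vehicle and 100% = reference agonist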
Mdm2 ligase inh: blocks human Mdm2 ubiquitin ligase activity | cell-based MDM2 ubiquitination luciferase reporter, 2 h; 0 = plate control, 100 = twice control, blank-subtracted | Q00987 | signal enhancement, % at 5 µM | actives 0.11% (n = 210,000);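 active = signal enhancement of 30% or more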;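 also: luminescence tracks abundance of the self-degrading MDM2-luciferase fusion protein; higher signal means inhibition of MDM2 E3 ligase activity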
Target sequence (Q00987 whole entry, looked up, the tested form may be a part): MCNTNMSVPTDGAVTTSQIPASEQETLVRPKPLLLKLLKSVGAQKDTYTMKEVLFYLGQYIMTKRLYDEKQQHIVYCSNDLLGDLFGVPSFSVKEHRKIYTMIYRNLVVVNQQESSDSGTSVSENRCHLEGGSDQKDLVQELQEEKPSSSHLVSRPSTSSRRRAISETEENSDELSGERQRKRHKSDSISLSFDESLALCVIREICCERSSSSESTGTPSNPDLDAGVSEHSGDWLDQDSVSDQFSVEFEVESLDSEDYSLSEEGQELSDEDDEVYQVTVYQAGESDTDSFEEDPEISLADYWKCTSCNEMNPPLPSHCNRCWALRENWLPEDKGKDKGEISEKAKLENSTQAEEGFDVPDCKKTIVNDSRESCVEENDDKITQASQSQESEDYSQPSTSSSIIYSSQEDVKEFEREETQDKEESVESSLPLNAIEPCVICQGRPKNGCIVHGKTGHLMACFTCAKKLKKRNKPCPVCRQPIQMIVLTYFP
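Material: stable MDM2–luciferase fusion reporter cells / Quantity: 2000 cells/well / Dosing: single 5 µM compound dose, 0.2% final DMSO / Buffer or medium: DMEM / Schedule: 4 h cell settling then 2 h compound exposure, 37 °C / Detection: luminescence with SteadyLite reagent, 15 min at room temperature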
eIF4E-4G inh: blocks eIF4E binding to eIF4G. actives 0.37% (n = 220,000). AID 782. TR-FRET eIF4E-eIF4GI(517-606) binding, 2 h. inhibition, % at 21.7 µM;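 active = inhibition above about 30%, limit read from the data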;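 also: 0% = full FRET control wells and 100% = background wells lacking eIF4GI fragment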
S1P4 antag: human S1P4 receptor antagonism. O95977. S1P4-expressing cells, antagonist mode, reporter read-out. inhibition, % at 4.98 µM. actives 0.26% (n = 220,000); in the data active = inhibition above about 29%;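 also: 0% = wells stimulated with agonist and 100% = vehicle wells without agonist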
NPY2 pot ag: potentiators or agonists of human neuropeptide Y receptor Y2. P49146. cells expressing NPY-Y2, potentiator/agonist read-out. activation, % at 3.6 µM. actives 0.45% (n = 220,000); in the data active = activation above about 27%;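 also: cells stimulated with NPY near EC25 plus isoproterenol at EC100; 0% = vehicle plus submaximal agonist and 100% = vehicle plus saturating agonist; some results beyond the cut were filed as inactive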
Wee1 stabilizer: human Wee1 degradation inhibition, primary screen | HeLa Luc-Wee1K328M stability, luciferase luminescence; 100% = proteasome inhibitor MG132 effect | reporter increase, % at 5 µM | actives 1.2% (n = 220,000);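 active = activation above the mean of all tested compounds plus 3 SD, set per screening run, cut at about 8.8% in these data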;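 also: cells exposed to compound for 20 h before luminescence read; 0% = DMSO alone and 100% = MG132 at 30 µM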
Target sequence (P30291 whole entry K328M): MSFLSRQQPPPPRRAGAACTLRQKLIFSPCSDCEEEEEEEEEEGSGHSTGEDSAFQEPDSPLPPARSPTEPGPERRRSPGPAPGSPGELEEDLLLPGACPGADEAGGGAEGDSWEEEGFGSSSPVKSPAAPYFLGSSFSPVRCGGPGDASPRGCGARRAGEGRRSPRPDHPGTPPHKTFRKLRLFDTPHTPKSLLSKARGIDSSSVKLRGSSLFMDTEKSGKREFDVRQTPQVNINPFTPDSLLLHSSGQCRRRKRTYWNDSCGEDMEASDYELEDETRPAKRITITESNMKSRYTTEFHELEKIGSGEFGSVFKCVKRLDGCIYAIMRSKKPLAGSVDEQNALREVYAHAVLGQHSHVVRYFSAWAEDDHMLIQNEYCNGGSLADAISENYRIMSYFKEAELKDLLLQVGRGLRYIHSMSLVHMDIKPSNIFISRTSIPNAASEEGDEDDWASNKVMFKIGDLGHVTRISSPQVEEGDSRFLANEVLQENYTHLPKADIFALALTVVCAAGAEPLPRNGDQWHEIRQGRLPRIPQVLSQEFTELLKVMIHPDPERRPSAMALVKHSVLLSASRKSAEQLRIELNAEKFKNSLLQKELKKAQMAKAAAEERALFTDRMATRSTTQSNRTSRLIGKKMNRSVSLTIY
BaF3 parental: counter-screen for JAK2V617F inhibitors: parental Ba/F3 viability inhibitors | inhibition, % at 5.6 µM | CellTiter-Glo ATP luminescence | actives 1.1% (n = 220,000) | AID 1486;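 active = inhibition above a per-campaign cutoff, the mean inhibition of all tested compounds plus 3 SD, cut at about 27% in these data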;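 also: 0% = DMSO wells and 100% = JAK Inhibitor I control wells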
Ba/F3 V617F tox: lowers viability of Ba/F3 cells expressing EpoR and JAK2V617F | ATP luminescence | inhibition, % at 5.6 µM | actives 1.1% (n = 220,000) | AID 1446;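 active = inhibition above the campaign mean plus 3 SD over all tested compounds, cut at about 24% in these data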;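 also: cytokine-independent growth of Ba/F3 cells driven by EpoR plus mutant JAK2; 0% = DMSO-treated cells and 100% = JAK inhibitor I control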
PERK inh: human PERK inhibition, primary cell-based screen | CHO PERK-DD fusion, SEAP luminescence translation reporter | actives 0.17% (n = 220,000) | inhibition, % at 5.6 µM | Q9NZJ5;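 active = inhibition above the mean inhibition of all tested compounds plus 3 SD, set separately per screening campaign, cut at about 2.9% in these data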;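 also: PERK kinase domain activated by AP20187 dimerizer at 100 nM; 0% = DMSO with dimerizer and 100% = rapamycin at 8.4 µM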
* hit, by the source's call; / = not tested or not shown; [ ] = dose if it differs, or a comment.

Results follow in this order: PERK inh, Wee1 stabilizer, S1P4 agonist, NPY2 pot ag, eIF4E-4G inh, BaF3 parental, Ba/F3 V617F tox, Mdm2 ligase inh, S1P4 antag
O=C(NC12CC3CC(CC(C3)C1)C2)c1cncc(O)c1
  0.9, 2, 1.3, -6, -6[fluorescence artefact?], 1, 0, -6, -15
COc1cccc(OCCSc2nnc3sc4ccccc4n23)c1
  -0.3, -2, -1.6, -14, 8, 4, 3, -13, -5
O=C1/C(=N\S(=O)(=O)c2cccs2)C([n+]2ccc(CCCc3ccccc3)cc2)=C([O-])c2ccccc21
  -0.6, -2, 0.2, -7, -6, 2, 1, 2, 0
COCCCNC(=O)Cn1cc(/C=C(\C#N)C(=O)N2CCN(c3ccccc3)CC2)c2ccccc21
  -0.1, -2, 1.1, -3, -1, 3, 0, -4, -12
O=C(CSc1nnc(-c2cccnc2)n1C1CCCCC1)NC1CCCCC1
  -0.3, 2, 0.1, -9, 1, 1, 3, 36*, -32
COc1ccc(N2C(=O)C(=O)/C(=C(/O)c3ccc(C)cc3)C2c2cccnc2)cc1 (centres undefined)
  0.9, 10*, 0.9, 1, 2, 1, -1, -11, -10
CCN(CC)S(=O)(=O)c1ccc(NS(=O)(=O)c2ccc(C)c(C)c2)cc1
  -0.4, 0, 0.4, 3, 10, 5, -3, -87, -7
O=C(O)CN(c1ccccc1)S(=O)(=O)c1cc(C(F)(F)F)cc(C(F)(F)F)c1
  0.8, -2, 1.4, -5, -1, 3, 0, 25, -11
Cc1noc(N)c1C(=O)Nc1ccc(C(C)(C)C)cc1
  0.3, -1, -0.2, -6, 9, 2, 0, /, -6
CS(=O)(=O)NC1c2cccc3cccc(c23)C1N1CCOCC1 (centres undefined)
  0.7, -1, -1.8, -4, -6, 5, 7, 7, 4

Remaining list, next part:
Results follow in this order: PERK inh, Wee1 stabilizer, S1P4 agonist, NPY2 pot ag, eIF4E-4G inh, BaF3 parental, Ba/F3 V617F tox, Mdm2 ligase inh, S1P4 antag
COC(C(=O)N/N=C(\C)CC(=O)Nc1ccc(N(C)C)cc1)c1ccccc1 (centres undefined)
  1.1, 1, -2.0, 6, 4, 4, -3, 17, -10
CCOc1ncccc1C(=O)OC(C)C(=O)NC(=O)NC1CCCCC1 (centres undefined)
  0.5, -3, 1.7, -8, 1, 14, 5, -2, 10
COc1ccc(-c2[nH]ncc2/C=N\NS(=O)(=O)c2ccccc2)cc1OC
  0.4, 0, -3.1, 1, -2, 1, -5, -19, -12
Cc1ccc(-c2cc(=O)c3ccc(F)cc3[nH]2)cc1
  1.4, 1, 0.3, -22, 5, 0, -1, /, 4
Cc1ccc2nc3c(cc2c1)CN(Cc1ccco1)C(=NCC1CCCO1)S3 (centres undefined)
  0.6, -1, 0.9, 9, -3, 6, 1, -10, 11
CC(C)Oc1ccc(C(CC(=O)NCc2ccco2)c2ccccc2)cc1 (centres undefined)
  -0.4, -1, -1.1, -14, 3, 4, -1, -13, -1
CCNc1nc(SCCOc2ccccc2)nc(N(C)C)n1
  0.7, -1, -0.8, 3, 3, 2, -1, -8, 8
Cc1ccc(S(=O)(=O)N(CC(=O)O)c2ccc(Cl)c(C(F)(F)F)c2)cc1
  0.5, -2, -2.6, -34, -1, 7, 9, -92, 0
COc1cc(Nc2cc(C)nc3nc(C)nn23)cc(OC)c1OC
  -0.2, -2, -0.4, 9, 0, 6, 4, -4, -2
CC1(C)Cc2c(oc3ncn4ncnc4c23)CO1
  0.6, -1, 1.5, -3, -1, 1, 0, -16, 4

Following part.
Results follow in this order: PERK inh, Wee1 stabilizer, S1P4 agonist, NPY2 pot ag, eIF4E-4G inh, BaF3 parental, Ba/F3 V617F tox, Mdm2 ligase inh, S1P4 antag
CCOC(=O)C(C(=O)OCC)C(C(=O)OCC)N1CCOCC1 (centres undefined)
  1.0, -1, 0.2, 12, -8, 2, -3, 3, 10
CCOc1cc(/C=C(/C#N)c2ccc(F)cc2)ccc1OCc1ccc(C(=O)O)o1
  0.1, 0, -0.2, -3, -3[fluorescence artefact?], 3, 2, 14, -12
CCC1(c2ccc(F)cc2)NC(=O)N(CC(=O)N2CCOCC2)C1=O (centres undefined)
  0.2, 0, -1.3, 0, /, -10, 4, /, -16
COC(=O)CN1C(c2ccccc2)=Nc2ccc(Cl)cc2C1c1ccccc1 (centres undefined)
  -0.8, -2, -1.3, -4, 0, 1, -1, 3, 10
COc1ccc(S(=O)(=O)N(C)CC(=O)Nc2ccc3c(c2)OCO3)cc1OC
  0.0, -2, -1.4, -10, -4, 4, 1, 12, -22
CCC(C)(C(=O)NC1CCCCC1)N(C)C(=O)c1ccccn1 (centres undefined)
  0.8, -1, -1.4, 9, -4[fluorescence artefact?], 3, 0, -8, -5
CCOc1ccc(C(C(=O)NC2CCCC2)N(CCCO)C(=O)c2ccc(-c3ccccc3)[nH]2)cc1 (centres undefined)
  0.5, -4, -0.5, 0, -1, 3, -2, -12, -3
Cc1cc(/C=C(/C#N)C(=O)Nc2ccc(Cl)cc2)c(C)n1-c1cccnc1
  -0.4, -2, -0.3, -6, 6[fluorescence artefact?], 2, -6, -16, -11
O=C(CN1CCN(Cc2ccc3c(c2)OCO3)CC1)Nc1ccc2c(c1)OCCO2
  -0.9, -3, -1.2, -5, -18, 10, -2, -6, 0
COC(=O)C1(CCSC)NC(c2ccccc2F)C2C(=O)N(c3ccc4c(c3)OCCO4)C(=O)C21 (centres undefined)
  -0.1, -2, -0.8, 10, -5, 8, -1, -11, -19

The list continues.
Results follow in this order: PERK inh, Wee1 stabilizer, S1P4 agonist, NPY2 pot ag, eIF4E-4G inh, BaF3 parental, Ba/F3 V617F tox, Mdm2 ligase inh, S1P4 antag
CSc1nc2ccc(N3C(=O)C4CCCCC4C3=O)cc2s1 (centres undefined)
  -0.8, -2, 1.6, -12, -5, 0, 1, 0, -14
Cc1ccc(CNC(=O)CSCc2ccc(F)cc2)cc1
  1.0, 2, 1.2, -8, 2, 4, -1, 1, -13
CCc1ccc(C(=O)COC(=O)C(CCSC)NC(=O)C23CC4CC(CC(C4)C2)C3)cc1 (centres undefined)
  0.5, 0, -0.9, 1, -5, 4, -4, -3, 2
COc1cc(CCC(=O)OCC(=O)Nc2c(C)cccc2C(C)C)cc(OC)c1OC
  0.8, 2, -0.5, 7, 6, 6, -2, -12, -17
O=C(NC1CCCC1)C1CC(c2ccc(F)cc2)=NO1 (centres undefined)
  -0.3, 0, 1.7, 4, -2, 0, -1, 5, 2
Cn1c(=O)c2c(ncn2Cc2cccc(Cl)c2)n(C)c1=O
  -0.5, -4, 0.9, 15, 3, 2, -3, -20, -7
Cc1ccc(S(=O)(=O)/C(C#N)=C/c2c(N3CCN(C)CC3)nc3ccccn3c2=O)cc1
  -0.7, 0, 1.2, 11, 5[fluorescence artefact?], 3, 2, -6, 7
CCOc1ccc(OCC)c(NC(=O)c2ccc(CNc3c(N4CCCC4)c(=O)c3=O)cc2)c1
  0.8, 0, 0.6, -26, -8, -3, -5, /, -30
COc1cc(C(=O)Oc2cc(C)cc(C)c2)cc(OC)c1OC
  -0.4, 3, 1.0, -11, 2, 1, -2, 11, 2
Cc1ccccc1-c1nc2cc(N)ccc2o1
  -0.1, 2, 2.9, -1, -2, 1, 2, -32, -5

Going on with the list.
Results follow in this order: PERK inh, Wee1 stabilizer, S1P4 agonist, NPY2 pot ag, eIF4E-4G inh, BaF3 parental, Ba/F3 V617F tox, Mdm2 ligase inh, S1P4 antag
CCOC(=O)C1=C(C)C(c2ccc(OC)cc2OC)NC(=O)N1 (centres undefined)
  -0.6, 0, 1.0, 2, 2, 0, 1, -16, -28
COc1ccccc1CNn1c(-c2cccc(C)c2)nc2ccccc2c1=O
  -2.9, -1, 0.3, -6, -6, 7, 2, -18, -2
Cc1cc(CCN2CCC(=O)NC2=S)ccc1OC(C)C
  -0.5, 0, -1.3, -24, 13, 9, 5, 0, -47
CC(C)N1C(=O)CCC1C(=O)N1CCCc2ccccc21 (centres undefined)
  0.3, 1, -1.1, 1, -1[fluorescence artefact?], 9, -4, -5, -1
COC(=O)Cc1ccc(N(Cc2ccccc2F)S(=O)(=O)c2ccc(C)cc2)cc1
  -0.9, -2, 2.4, -12, 2[fluorescence artefact?], 9, -1, 3, -1
COc1ccc(CC(=O)NCc2nnc(SCc3ccc([N+](=O)[O-])cc3)n2C)cc1
  1.4, 1, 2.1, 7, 6, 3, 1, -6, -10
Cc1ccc(S(=O)(=O)Nc2nc3ccccc3nc2N2CCN(c3ccccc3F)CC2)cc1
  0.0, -1, -1.5, 3, -5, 4, -6, -20, 13
COc1ccccc1N/C=C1/Sc2cc(Cl)ccc2NC1=O
  1.5, 0, 0.3, -15, -2, 6, 8, 17, 11
CNC(=S)N/N=C/c1cn(Cc2c(F)cccc2Cl)c2ccccc12
  -1.6, -1, -0.8, 17, -5, 6, 3, -8, -6
O=C1N=C(N2CCN(c3ccccc3)CC2)S/C1=C/c1ccco1
  0.6, 1, 0.4, 3, 0, -3, -2, -11, -1

Gathered by group: the entries above containing a CF3 group (2)
Results follow in this order: PERK inh, Wee1 stabilizer, S1P4 agonist, NPY2 pot ag, eIF4E-4G inh, BaF3 parental, Ba/F3 V617F tox, Mdm2 ligase inh, S1P4 antag
O=C(O)CN(c1ccccc1)S(=O)(=O)c1cc(C(F)(F)F)cc(C(F)(F)F)c1
  0.8, -2, 1.4, -5, -1, 3, 0, 25, -11
Cc1ccc(S(=O)(=O)N(CC(=O)O)c2ccc(Cl)c(C(F)(F)F)c2)cc1
  0.5, -2, -2.6, -34, -1, 7, 9, -92, 0

Continued:
Results follow in this order: PERK inh, Wee1 stabilizer, S1P4 agonist, NPY2 pot ag, eIF4E-4G inh, BaF3 parental, Ba/F3 V617F tox, Mdm2 ligase inh, S1P4 antag
CCCCOc1ccc(CN2CCCCC2)cc1
  -0.3, 1, 1.2, -35, -17[fluorescence artefact?], 10, 6, -7, -2
COc1ccc(NC(=O)N2CCCCC2c2cccnc2)cc1 (centres undefined)
  1.7, -4, 0.6, 4, 0, 2, -2, 10, 5
CCOC(=O)N1CCC(Nc2c(-c3ccc(C)c(C)c3)c(=O)c2=O)CC1
  0.1, -3, -0.1, -11, -3[fluorescence artefact?], 0, -3, -25, -9
Cc1cccc(S(=O)(=O)N2CN(Cc3ccco3)c3nc4ccccc4nc32)c1
  0.0, 4, 0.1, 0, -6, -1, 1, -22, -7
N#Cc1c(NC(=O)CCCC(=O)O)sc2c1CCCCC2
  1.4, -3, 0.4, -2, -7, 0, -4, -12, -1
COc1ccc(NC(=O)c2sc(Cl)nc2-c2ccccc2)cc1
  0.7, 6, -1.3, 7, -3, 3, -3, -4, 7

Entries from the list above containing an aryl thioether with sulfur outside any ring, in the order listed:
Results follow in this order: PERK inh, Wee1 stabilizer, S1P4 agonist, NPY2 pot ag, eIF4E-4G inh, BaF3 parental, Ba/F3 V617F tox, Mdm2 ligase inh, S1P4 antag
COc1cccc(OCCSc2nnc3sc4ccccc4n23)c1
  -0.3, -2, -1.6, -14, 8, 4, 3, -13, -5
O=C(CSc1nnc(-c2cccnc2)n1C1CCCCC1)NC1CCCCC1
  -0.3, 2, 0.1, -9, 1, 1, 3, 36*, -32
CCNc1nc(SCCOc2ccccc2)nc(N(C)C)n1
  0.7, -1, -0.8, 3, 3, 2, -1, -8, 8
CSc1nc2ccc(N3C(=O)C4CCCCC4C3=O)cc2s1 (centres undefined)
  -0.8, -2, 1.6, -12, -5, 0, 1, 0, -14
COc1ccc(CC(=O)NCc2nnc(SCc3ccc([N+](=O)[O-])cc3)n2C)cc1
  1.4, 1, 2.1, 7, 6, 3, 1, -6, -10

Source: PubChem BioAssay (several laboratories)
